EIF4E inhibitors: inhibitors of EIF4E gene expression, primary screen, cell-based, HT1080, luciferase reporter (AID 1224817). HT1080 EIF4E-luc2 knock-in reporter, luciferase, 16 h; hits give low values. log2 luciferase activity ratio at 2.5 µM. 1% of 2,000 active;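 active = log2 luciferase ratio at or below -0.5849, meaning signal at two thirds of solvent-only control or lower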;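 note: luciferase reports endogenous eIF4E expression since it is co-expressed from the native EIF4E locus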
* hit, by the source's call; & = joins results of further samples. Only part of the results is shown; the hit share may differ from the screen's.

Nc1c(C(=O)Nc2ccc([As](=O)(O)O)cc2)cnc2nnnn12
  EIF4E inhibitors = -0.222
CCN1C[C@]2(COC)[C@H](O)C[C@H](OC)[C@]34C1[C@H]([C@H](OC)[C@H]23)[C@]1(OC(C)=O)[C@H]2[C@@H](OC(=O)c3ccccc3)[C@](O)(C[C@H]24)[C@@H](OC)[C@@H]1O
  EIF4E inhibitors = -0.206
O=C(O)c1cc(N=Nc2ccc([As](=O)(O)O)cc2)ccc1O
  EIF4E inhibitors = -0.162
CN1CC(C(=O)NC2(C)OC3(O)C4CCCN4C(=O)C(Cc4ccccc4)N3C2=O)C=C2c3cccc4[nH]cc(c34)CC21 (stereo unspecified)
  EIF4E inhibitors = -0.0637
O=C(O)C1C2c3ccccc3C(c3ccccc32)C1C(=O)NCC1CC1 (stereo unspecified)
  EIF4E inhibitors = 0.188
O=C(Nc1ccc([As](=O)(O)O)cc1)Nc1cccc(Cl)c1Cl
  EIF4E inhibitors = 0.175
N=C(N)SCc1ccc(Cl)c2ccccc12 (tested in a mixture with another compound)
  EIF4E inhibitors = -0.333&-0.209
CCC1/C=C/C=C/CC(C)C(O)C(C)(O)C(=O)C(C)C(O)C(C)C(=O)C(C)C(O)C(C)/C=C/C(=O)OC2C(C)C(CC1)OC1(OC(CC(C)O)C(C)CC1=O)C2C (stereo unspecified) (tested in a mixture with another compound)
  EIF4E inhibitors = -0.551
CC(=N\O)/C(C)=N/O.CC(=N\O)/C(C)=N/O.CC(=N\O)/C(C)=N/O.CC(=N\O)/C(C)=N/O.[Cu].[Cu]
  EIF4E inhibitors = 0.204
COc1ccc2c(c1OC)CN1CCc3cc4c(cc3C1C2)OCO4 (stereo unspecified)
  EIF4E inhibitors = 0.0681
NCCc1c[nH]c2ccc(OC(=O)C(=O)O)cc12
  EIF4E inhibitors = -0.419
CN(C)CCC(C#N)(c1ccccc1)c1ccccc1
  EIF4E inhibitors = 0.278
O=C(O)C(Cc1cnc[nH]1)N1C(=O)c2ccccc2C1=O (stereo unspecified)
  EIF4E inhibitors = -0.0245
Cc1cc(S(=O)(=O)[O-])ccc1-n1nc(C)[c-](N=Nc2cc(S(=O)(=O)[O-])ccc2C(=O)[O-])c1=O.[Cr+3].[Na+].[OH-] (stereo unspecified)
  EIF4E inhibitors = 0.0238
CC(C)CC(=O)CC(O)C(Cl)(Cl)Cl (stereo unspecified)
  EIF4E inhibitors = -0.0947
O=C(CC(c1ccccc1)c1c(O)c2ccccc2oc1=O)c1ccccc1 (stereo unspecified)
  EIF4E inhibitors = -0.162
O=c1[nH]c2ccccc2n1CCCN1CCC(n2c(=O)[nH]c3cc(Cl)ccc32)CC1
  EIF4E inhibitors = 0.446
COc1cc(CCN)c(OC)c(OC)c1
  EIF4E inhibitors = -0.289
COc1ccc(CC(N)c2ccc(OC)cc2)cc1 (stereo unspecified)
  EIF4E inhibitors = -0.0032
O=C(O)c1cccc([As]=[As]c2cccc(C(=O)O)c2)c1 (stereo unspecified)
  EIF4E inhibitors = -0.122

Structures above with an NH in an aromatic ring:
CN1CC(C(=O)NC2(C)OC3(O)C4CCCN4C(=O)C(Cc4ccccc4)N3C2=O)C=C2c3cccc4[nH]cc(c34)CC21 (stereo unspecified)
  EIF4E inhibitors = -0.0637
NCCc1c[nH]c2ccc(OC(=O)C(=O)O)cc12
  EIF4E inhibitors = -0.419
O=C(O)C(Cc1cnc[nH]1)N1C(=O)c2ccccc2C1=O (stereo unspecified)
  EIF4E inhibitors = -0.0245
O=c1[nH]c2ccccc2n1CCCN1CCC(n2c(=O)[nH]c3cc(Cl)ccc32)CC1
  EIF4E inhibitors = 0.446

An excerpt of these results, as comma-separated lines.
molecule,EIF4E inhibitors
NCCc1c[nH]c2ccc(OC(=O)C(=O)O)cc12,-0.419
CN(C)CCC(C#N)(c1ccccc1)c1ccccc1,0.278
